Screening data deposited in PubChem BioAssay by National Center for Advancing Translational Sciences (NCATS).
DRD3 agonist: qHTS of D3 Dopamine Receptor Agonist: qHTS; D(3) dopamine receptor (Homo sapiens), P35462; D3R DiscoveRx beta-arrestin cells, luminescence, 90 min; max activation, %; 410,000 compounds, 0.58% hits; AID 652048, 2013; in the data active means max activation above about 30%; further: 0% is about no effect; mostly tested at two doses, the higher about 12 µM
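Agonist mode: compounds and dopamine controls were applied to plated cells for 90 min at 37 degrees C after an overnight attachment at 1500 cells/well. Luminescent read-out followed 30 - 60 minutes at room temperature with DiscoveRx detection reagent.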
Mm-Cpn inhibitor: Inhibitors of TCP-1 ring complex (TRiC) of Methanococcus maripaludis (MmCpn): qHTS; Chaperonin Mm-Cpn (Methanococcus maripaludis); Potency, µM (doses to about 76.9 µM), for inactives: top-dose activity, negative = inhibition, usual class: inhibitors; purified Mm-Cpn ATPase, ADP Transcreener TR-FRET; 330,000 compounds, 0.031% hits; further: potency means the concentration at half of the fitted maximal effect; on the % scale 0 is the no-effect control and ±100 the full control effect; nearly all actives have a fitted effect of over 80% in size
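ATPase read-out: TR-FRET ADP immunoassay (anti-ADP Eu cryptate vs ADP-d2), ex 320 nm, em 590/665 nm; signal drops as ADP forms. Enzyme 25 nM, ATP 10 uM, 30 min at 37°C after 10 min compound preincubation.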
EPAC2 antag: qHTS for Antagonist of cAMP-regulated guanine nucleotide exchange factor 2 (EPAC2): primary screen; EPAC2 GEF exchange of Rap1B-BODIPY-GDP, fluorescence; AID 720708, 2013; Rap guanine nucleotide exchange factor 4 (Homo sapiens), Q8WZA2; 360,000 compounds, 0.18% hits; Potency, µM (doses to about 114 µM), without a hit: at the highest dose activity, negative = inhibition, usual class: inhibitors; further: potency means the concentration at half of the fitted maximal effect; on the % scale 0 is the no-effect control and ±100 the full control effect; nearly all actives have a fitted effect of over 45% in size; many of its hits are not listed in these tables
Target sequence (Q8WZA2 whole entry, looked up): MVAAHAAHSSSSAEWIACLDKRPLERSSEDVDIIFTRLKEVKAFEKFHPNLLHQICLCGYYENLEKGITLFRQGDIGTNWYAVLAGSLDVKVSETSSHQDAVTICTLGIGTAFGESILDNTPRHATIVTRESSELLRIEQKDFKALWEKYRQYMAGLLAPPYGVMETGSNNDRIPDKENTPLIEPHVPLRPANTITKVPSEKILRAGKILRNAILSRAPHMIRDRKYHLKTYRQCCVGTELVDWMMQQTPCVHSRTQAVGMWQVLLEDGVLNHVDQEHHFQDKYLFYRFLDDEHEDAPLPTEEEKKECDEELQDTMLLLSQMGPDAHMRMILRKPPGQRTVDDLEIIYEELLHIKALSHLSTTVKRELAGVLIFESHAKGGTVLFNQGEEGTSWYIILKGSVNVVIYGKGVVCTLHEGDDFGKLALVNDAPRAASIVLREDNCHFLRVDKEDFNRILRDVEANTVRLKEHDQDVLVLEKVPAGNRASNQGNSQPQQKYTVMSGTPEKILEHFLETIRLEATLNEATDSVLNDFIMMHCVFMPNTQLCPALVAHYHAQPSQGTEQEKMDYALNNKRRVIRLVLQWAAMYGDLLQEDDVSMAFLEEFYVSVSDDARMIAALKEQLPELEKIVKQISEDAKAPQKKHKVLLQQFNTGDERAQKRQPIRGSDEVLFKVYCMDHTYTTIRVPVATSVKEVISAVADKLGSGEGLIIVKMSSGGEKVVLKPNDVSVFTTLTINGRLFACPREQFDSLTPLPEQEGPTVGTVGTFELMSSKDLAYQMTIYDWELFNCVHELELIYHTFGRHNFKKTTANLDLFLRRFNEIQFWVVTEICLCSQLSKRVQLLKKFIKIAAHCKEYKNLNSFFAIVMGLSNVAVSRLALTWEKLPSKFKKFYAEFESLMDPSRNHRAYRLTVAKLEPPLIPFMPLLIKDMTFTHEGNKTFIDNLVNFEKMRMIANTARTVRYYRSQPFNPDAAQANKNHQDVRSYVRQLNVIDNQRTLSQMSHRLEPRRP
D3 antag: qHTS of D3 Dopamine Receptor Antagonist: qHTS. D(3) dopamine receptor (Homo sapiens), P35462. D3R cells, DiscoveRx beta-arrestin luminescence, antagonist mode; hits give low values. max response, negative = inhibition, %. 360,000 compounds, 2.5% hits; in the data active means max response below about -50%; inconclusive means no clear call, values can overlap the other calls; further: on the % scale 0 is the no-effect control and ±100 the full control effect; mostly tested at two doses, the higher about 12 µM
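Cells expressing the human receptor were seeded at 1500 cells/well, incubated overnight at 37 degrees C in 5% CO2, then exposed to library compounds with dopamine controls for 90 minutes at 37 degrees C before luminescent detection.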
PTHR1 ag: qHTS for PTHR1 Agonists: Primary Screen; HEK293 GP2 PTHR1 cells, GloSensor cAMP luminescence, 1 h; 410,000 compounds, 0.075% hits; Potency, µM (top dose mostly 115 µM), inactives show top-dose activation, hits mostly activators; further: potency means the concentration at half of the fitted maximal effect; nearly all actives have a fitted effect of over 55% in size; some results filed as inactive show a strong effect at the top dose; inactives centre near -15; many of its hits are not listed in these tables
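HEK-293-derived GP2 cells expressing PTHR1 and a GloSensor cAMP reporter, 3,000/well, plated overnight, given luciferin plus IBMX (each 0.5 mM as added) for 1 h at 37 °C, then compound for 1 h at 37 °C. Luminescence was read after 15 min at room temperature.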
EPAC2 agonist: qHTS for Agonist of cAMP-regulated guanine nucleotide exchange factor 4 (EPAC2): primary screen | Potency, µM (top dose mostly 154 µM), for the others: at the top dose activation, actives largely listed as activators | Rap guanine nucleotide exchange factor 4 (Homo sapiens), Q8WZA2 | 360,000 compounds, 0.079% hits | EPAC2 activation, biochemical qHTS; response scale: 100% = 6.5 mM cAMP response; further: potency means the concentration at half of the fitted maximal effect; nearly all actives have a fitted effect of over 50% in size
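Compounds were added across a concentration range to EPAC2 (100 nM), RAP1B-BODIPY-GDP (250 nM) and GDP (50 uM). After 5 min at room temperature, fluorescence was recorded at 5-min intervals for 30 min.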
Akt phos inh: HTS Assay for Inhibitors of Akt Phophorylation: Primary Screen; Neuro2A IGF-stimulated pAkt S473 HTRF, 20 min; hits give low values; activity change, % for hits at 50 µM; 360,000 compounds, 0.32% hits; in the data active means activity change below about -80%; inconclusive means mostly about -51% to -80%; further: on the % scale 0 is the no-effect control and ±100 the full control effect
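Single-point screen (50 µM final compound) in Neuro2A cells stimulated 20 min with 6 nM IGF at 37 deg C. After lysis, Ser473-phosphorylated Akt read by HTRF (ex 330 nm, em 615/665 nm) as the 665/615 ratio.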
CCT modulator: High-Throughput Screening for Modulators of Cytosolic Chaperonin Activity; purified chaperonin ATPase assay, HTRF ADP detection, 30 min; 360,000 compounds, 0.3% hits; activity change, % (no concentration beside the values), hits read low; in the data active means activity change below about -30%; further: on the % scale 0 is the no-effect control and ±100 the full control effect
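First, chaperonin was dispensed at 40 nM or 20 nM final depending on batch activity. Next, compounds were pinned at 76 uM and ATP added at 10 uM. After 30 min at 37 °C, ADP detection reagents ran 30 min at ambient temperature.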
Active calls of the source: *; i = inactive; ? = inconclusive; / = not tested or not shown; [ ] = another dose, or the depositor's remark. Unless noted, the call rests on the fitted dose curve; in most records, active means well fitted curve in the direction sought with a large enough effect; inconclusive means small, poorly fitted or top-dose-only effect, or another doubt; inactive means no such curve, though single readings can be large; an effect the other way counts as inactive or inconclusive. An excerpt. The share of hits here may be higher or lower than overall.

no.	smiles	DRD3 agonist	Mm-Cpn inhibitor	EPAC2 antag	D3 antag
1	CN(C)CC(=O)N1CCc2ccccc2C1	-3	1%	20%	10
2	O=C(Cc1cccc2ccccc12)Nc1ccc(Br)cc1C(=O)O	1	2%	?	9
3	COC(=O)/C=C/C(=O)N1CCN(c2ccccc2)CC1	2	1%	3%	4
4	CCOc1cccc2cc(C(=O)NCc3ccccc3Cl)c(=O)oc12	10	1%	0%	12
5	CCOC(=O)c1cnc2c(cnn2C)c1NCCCn1ccnc1	5	2%	1%	5
6	CC1CCC(CC(=O)O)(C(=O)O)CC1 (configuration not stated)	10	/	6%	13
7	COc1ccc(OC)c(/C=N/Nc2nncn2/N=C/c2cc(OC)ccc2OC)c1	-23	-2%	8%	-17
8	C[C@H]1CN([C@@H](C)CO)C(=O)CCCn2cc(nn2)CO[C@@H]1CN(C)S(=O)(=O)c1cccs1	3	/	8%	26
9	O=C(CCNC(=O)c1ccccc1Cl)NCC1CCCO1 (configuration not stated)	4	-1%	6%	2
10	CC(=O)n1cc(/C=N/NC(N)=S)c2ccccc21	6	1%	4%	-2
11	N#CC(C#N)=Cc1ccc(-c2ccc(S(=O)(=O)N=C(N)N)cc2)o1	1	-7%	-17%	7
12	CC(=O)N1CCN(Cc2nc3cc(NC(=O)COc4cccc(C)c4)ccc3n2C)CC1	5	-1%	3%	-24
13	CC(C)CN1CCC(C(=O)N2CCN(c3ccccc3F)CC2)CC1	17	2%	8%	12
14	CC(C)CC(C(=O)O)N(Cc1ccccc1)Cc1ccccc1 (configuration not stated)	1	2%	1%	-9
15	COc1ccc(C(=O)NNC(=O)c2ccccc2[N+](=O)[O-])cc1[N+](=O)[O-]	-16	2%	-19%	-19

no.	PTHR1 ag	EPAC2 agonist	Akt phos inh	CCT modulator
1	i	-1%	i	0.5
2	-22%	-1%	i	-5.8
3	i	-3%	i	-4.2
4	-8%	12%	i	-6.9
5	i	2%	i	-0.4
6	-4%	8%	i	-2.7
7	i	2%	i	-6.0
8	-25%	3%	i	0.1
9	i	6%	i	1.4
10	i	-2%	i	-0.7
11	i	25%	i	-3.2
12	-20%	11%	i	-0.1
13	i	0%	i	-1.3
14	-12%	5%	i	-2.7
15	11%	8%	i	-0.7

Some values from the entries so far:
O=C(CCNC(=O)c1ccccc1Cl)NCC1CCCO1 (configuration not stated) | D3 antag: 2
CC(C)CN1CCC(C(=O)N2CCN(c3ccccc3F)CC2)CC1 | DRD3 agonist: 17
N#CC(C#N)=Cc1ccc(-c2ccc(S(=O)(=O)N=C(N)N)cc2)o1 | CCT modulator: -3.2
CC(=O)N1CCN(Cc2nc3cc(NC(=O)COc4cccc(C)c4)ccc3n2C)CC1 | PTHR1 ag: -20%

Remaining list, next part.
no.	smiles	DRD3 agonist	Mm-Cpn inhibitor	EPAC2 antag	D3 antag
16	CCc1ccccc1NC(=O)CCS(=O)(=O)c1ccc(C)cc1	0	1%	14%	-24
17	Cc1ccc(OCC(=O)N2CCc3ccccc3C2)c(Br)c1	1	2%	?	-13
18	Cc1cc(C(=O)NCC(=O)OC(C)C(=O)N2CCOCC2)ccc1[N+](=O)[O-] (configuration not stated)	2	-3%	-4%	12
19	CCCN(CCC)CCCNC(=S)Nc1ccc2nc3n(c(=O)c2c1)CCCCC3	-7	1%	-7%	-8
20	CCn1c(SCc2ccc(F)cc2)nnc1-c1nn(-c2ccccc2)ccc1=O	12	2%	-8%	?
21	O=C(O)[C@H]1CCCC[C@H]1C(=O)Nc1cc([N+](=O)[O-])ccc1F	-1	4%	7%	4
22	CC(=O)Nc1ccc(C(=O)COC(=O)C2CCCCC2)c(F)c1	4	-1%	-7%	9
23	COc1ccccc1C(=O)NCCC(=O)Nc1ccc(OC(F)(F)F)cc1	-4	0%	-30%	-11
24	Cc1nnc(SCc2cccc([N+](=O)[O-])c2)[nH]c1=O	-3	-1%	-3%	0
25	COc1ccc(CNC(=O)CN2C(=O)c3ccccc3C2=O)cc1	3	-1%	3%	1
26	COC(=O)c1cc(NC(=O)CC2SCCNC2=O)cc(C(=O)OC)c1 (configuration not stated)	0	/	1%	-2
27	COc1ccc(-c2coc3cc(OC)cc(O)c3c2=O)cc1	2	1%	13%	19
28	Cn1c2c(c(=O)n(C)c1=O)C(c1ccccc1Cl)C(C#N)=C(N)O2 (configuration not stated)	-7	-1%	2%	2
29	O=C(Nc1nncs1)C12CC3CC(CC(Cl)(C3)C1)C2	11	0%	-4%	4
30	Cc1ccc(S(=O)(=O)CCC(=O)OCC(=O)Nc2cc(C)on2)cc1	-1	1%	-4%	12

no.	PTHR1 ag	EPAC2 agonist	Akt phos inh	CCT modulator
16	-23%	11%	i	0.2
17	-40%[inhibitor]	13%	i	0.1
18	20%	1%	i	0.9
19	4%	9%	i	2.2
20	-17%[57.5 µM]	7%	i	-3.3
21	i	1%	i	-1.6
22	-35%[inhibitor]	0%	i	0.2
23	i	-13%	i	-0.5
24	i	10%	i	-1.3
25	i	-4%	i	-0.2
26	i	5%	i	-1.8
27	6%	-2%	i	2.5
28	i	4%	i	-2.7
29	-7%	7%	i	0.0
30	-3%[57.5 µM]	-3%	i	-2.4

Part of the list above, with each value named.
19) CCCN(CCC)CCCNC(=S)Nc1ccc2nc3n(c(=O)c2c1)CCCCC3
  DRD3 agonist: -7; Mm-Cpn inhibitor: 1%; EPAC2 antag: -7%; D3 antag: -8; PTHR1 ag: 4%; EPAC2 agonist: 9%; Akt phos inh: i; CCT modulator: 2.2
22) CC(=O)Nc1ccc(C(=O)COC(=O)C2CCCCC2)c(F)c1
  DRD3 agonist: 4; Mm-Cpn inhibitor: -1%; EPAC2 antag: -7%; D3 antag: 9; PTHR1 ag: -35%[inhibitor]; EPAC2 agonist: 0%; Akt phos inh: i; CCT modulator: 0.2
17) Cc1ccc(OCC(=O)N2CCc3ccccc3C2)c(Br)c1
  DRD3 agonist: 1; Mm-Cpn inhibitor: 2%; EPAC2 antag: ?; D3 antag: -13; PTHR1 ag: -40%[inhibitor]; EPAC2 agonist: 13%; Akt phos inh: i; CCT modulator: 0.1
28) Cn1c2c(c(=O)n(C)c1=O)C(c1ccccc1Cl)C(C#N)=C(N)O2 (configuration not stated)
  DRD3 agonist: -7; Mm-Cpn inhibitor: -1%; EPAC2 antag: 2%; D3 antag: 2; PTHR1 ag: i; EPAC2 agonist: 4%; Akt phos inh: i; CCT modulator: -2.7

Next part.
no.	smiles	DRD3 agonist	Mm-Cpn inhibitor	EPAC2 antag	D3 antag
31	CN(Cc1cn[nH]c1-c1ccc2c(c1)OCO2)C1CCOCC1	-2	3%	-9%	-11
32	O=C(c1ccccc1F)N1CCC(O)(c2cccnc2)CC1	1	-4%	-1%	-11
33	COC(=O)c1cc(-c2c(C)oc3cc(OC(C)C)ccc3c2=O)c(C)o1	1	0%	9%	12
34	O=C(CN(c1ccccc1)S(=O)(=O)c1ccccc1)Nc1ccc(F)cc1	-1	2%	21%	11
35	CC1CCC(NC(=O)CN(C)S(=O)(=O)c2cccc3cccnc23)CC1 (configuration not stated)	1	-1%	13%	8
36	CN(C)N1C(N)=C(C#N)C(c2ccccc2)C2=C1CC(C)(C)CC2=O (configuration not stated)	-1	?	4%	-10
37	Cc1c(N=C2NC(=O)/C(=C/c3ccc(O)cc3)S2)c(=O)n(-c2ccccc2)n1C	-11	2%	28%	-9
38	N=C(N)SCc1nc2ccccc2c(=O)n1-c1ccccc1Cl	-3	-5%	-1%	19
39	COc1cccc(NC(=O)CN2CCCCCC2)c1	-8	0%	-27%	-7
40	O=C(CN(C(=O)Cn1nnc(-c2ccccc2F)n1)c1cccc2c1CCCC2)NCc1ccccc1	13	-15%	-10%	-13
41	COc1ccc(C(=O)CC(=O)C(=O)Nc2ccc(Cl)cc2)cc1	5	1%	4%	-1
42	Cn1c(=O)oc2cc(S(=O)(=O)N3CCC(C(=O)N4CCc5ccccc5C4)CC3)ccc21	1	1%	1%	14
43	CSCCC(NS(=O)(=O)c1cccc(C(F)(F)F)c1)C(=O)N1CCN(C(=O)c2ccco2)CC1 (configuration not stated)	5	/	-3%	9
44	COC(=O)c1nnc(-c2ccccc2)nc1OC	3	2%	15%	-8
45	O=C(COc1cccc(C(F)(F)F)c1)N1CCN(c2ccc(O)cc2)CC1	15	0%	2%	8

no.	PTHR1 ag	EPAC2 agonist	Akt phos inh	CCT modulator
31	i	9%	i	-0.6
32	i	5%	i	-1.9
33	i	7%	i	4.1
34	-4%	6%	i	-0.1
35	-13%	9%	i	0.5
36	i	5%	i	0.1
37	-11%	0%	i	-2.5
38	i	9%	i	0.5
39	24%	3%	i	0.3
40	-1%[57.5 µM]	12%	i	-2.7
41	-31%[inhibitor]	10%	i	-0.1
42	i	2%	i	0.2
43	i	4%	i	-0.6
44	-4%	-1%	i	-2.0
45	-23%	-2%	i	-1.6

Next results follow:
no.	smiles	DRD3 agonist	Mm-Cpn inhibitor	EPAC2 antag	D3 antag
46	COc1ccccc1N1CCN(C(=O)/C=C/c2cccc([N+](=O)[O-])c2)CC1	3	-3%	-2%	12
47	CCN(CC(=O)Nc1ccc2c(c1)OCCO2)CC(=O)Nc1cc(C)on1	1	0%	21%	-20
48	CC(C)c1nnc(NC(=O)CCC(=O)N2CCN(c3cccc(Cl)c3)CC2)s1	-3	1%	-5%	-3
49	CC(C)OP(=O)(OC(C)C)C(Nc1ccccc1)c1cccc2c1OCO2 (configuration not stated)	-4	-2%	-12%	-8
50	CN(C)c1ccc(C(=O)Nc2ccc(O)c3c(=O)cc(-c4ccccc4Cl)oc23)cc1	13	0%	4%	17
51	COC(=O)c1ccccc1NC(=O)c1ccccc1OC	6	1%	7%	-15

no.	PTHR1 ag	EPAC2 agonist	Akt phos inh	CCT modulator
46	-7%	8%	i	-0.6
47	-16%	8%	i	3.8
48	-17%	1%	i	-1.3
49	i	10%	i	-0.9
50	-22%	8%	i	-1.3
51	17%[57.5 µM]	13%	i	2.3
